UBC13 polyUb: inhibitors of human UBC13 polyubiquitin chain formation; TR-FRET; AID 485273; P61088; inhibition, % at 20 µM; hit rate 0.47% among 330,000; in the data active means inhibition above about 45%, passing the limit was not always enough
SENP8 block-1: blocks the human protease SENP8; Q96LD8; purified SENP8, Z-RLRGG-aminoluciferin cleavage, luminescence; inhibition, % at 10 µM; hit rate 1.2% among 330,000; AID 2540; in the data active means inhibition above about 50%
SENP6 inh: SENP6 protease inhibition. inhibition, % at 10 µM. hit rate 1.8% among 330,000. Q9GZR1. Recombinant SENP6 catalytic domain, aminoluciferin luminescence;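 active means inhibition above about 50% at the single tested dose, limit read from the data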;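 further: plate controls were DMSO wells with enzyme for no effect and DMSO wells lacking enzyme for full effect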
SENP1 inh: SENP1 (human) catalytic domain inhibition | inhibition, % at 10 µM | recombinant SENP1 catalytic domain, CyPet-SUMO1-YPet FRET cleavage | hit rate 0.21% among 360,000;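 active means inhibition at least 30% at 10 µM, raw YFP signal under a set limit, fluorescence ratio 0.5 to 1.5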;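 further: 0% = enzyme with DMSO and 100% = no enzyme wells; some results filed as inactive read as strong as hits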
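Material – human SENP1 catalytic domain · Input – SENP1 enzyme, 20 pM final · Compound dosing – single concentration of 10 µM compound, 0.5% DMSO final · Timing – enzyme reaction for 50 min at room temperature, dark · Measured by – FRET fluorescence in CFP and YFP emission channels · Control set – no-enzyme wells low, DMSO-plus-enzyme wells high control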
SENP7 inh: blocks the human protease SENP7 | hit rate 1.5% among 330,000 | recombinant SENP7, Z-RLRGG-aminoluciferin luminescence, 40 min | inhibition, % at 5 µM;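 active means inhibition above about 50% at the single test dose, limit read from the data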;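 further: plate controls were DMSO with enzyme for no effect and no enzyme buffer wells for full effect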
beta cell repl: MIN6 beta-cell proliferation induction | MIN6 cells proliferation, ATPlite luminescence, 48 h; cells starved in 0.2% serum; 100% = growth in 10% serum | AID 2380 | hit rate 0.29% among 330,000 | proliferation, % at 10 µM;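 active means compounds whose signal lies at least 3.5 SD above the mean of all wells on their plate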;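 further: 0% = DMSO-treated cells in low-serum medium and 100% = 10% serum control; some compounds called inactive have numbers as strong as hits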
HKDC1 inh: HKDC1 (human) hexokinase inhibition; recombinant HKDC1, G6PDH/diaphorase resazurin coupled fluorescence; hit rate 0.16% among 340,000; inhibition, % at 20 µM; Q2TB90;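 active means inhibition above about 35% when tested at 20 µM, limit read from the data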;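 further: plate controls were DMSO wells with enzyme for no effect and DMSO wells lacking enzyme for full effect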
Target sequence (Q2TB90 whole entry, looked up): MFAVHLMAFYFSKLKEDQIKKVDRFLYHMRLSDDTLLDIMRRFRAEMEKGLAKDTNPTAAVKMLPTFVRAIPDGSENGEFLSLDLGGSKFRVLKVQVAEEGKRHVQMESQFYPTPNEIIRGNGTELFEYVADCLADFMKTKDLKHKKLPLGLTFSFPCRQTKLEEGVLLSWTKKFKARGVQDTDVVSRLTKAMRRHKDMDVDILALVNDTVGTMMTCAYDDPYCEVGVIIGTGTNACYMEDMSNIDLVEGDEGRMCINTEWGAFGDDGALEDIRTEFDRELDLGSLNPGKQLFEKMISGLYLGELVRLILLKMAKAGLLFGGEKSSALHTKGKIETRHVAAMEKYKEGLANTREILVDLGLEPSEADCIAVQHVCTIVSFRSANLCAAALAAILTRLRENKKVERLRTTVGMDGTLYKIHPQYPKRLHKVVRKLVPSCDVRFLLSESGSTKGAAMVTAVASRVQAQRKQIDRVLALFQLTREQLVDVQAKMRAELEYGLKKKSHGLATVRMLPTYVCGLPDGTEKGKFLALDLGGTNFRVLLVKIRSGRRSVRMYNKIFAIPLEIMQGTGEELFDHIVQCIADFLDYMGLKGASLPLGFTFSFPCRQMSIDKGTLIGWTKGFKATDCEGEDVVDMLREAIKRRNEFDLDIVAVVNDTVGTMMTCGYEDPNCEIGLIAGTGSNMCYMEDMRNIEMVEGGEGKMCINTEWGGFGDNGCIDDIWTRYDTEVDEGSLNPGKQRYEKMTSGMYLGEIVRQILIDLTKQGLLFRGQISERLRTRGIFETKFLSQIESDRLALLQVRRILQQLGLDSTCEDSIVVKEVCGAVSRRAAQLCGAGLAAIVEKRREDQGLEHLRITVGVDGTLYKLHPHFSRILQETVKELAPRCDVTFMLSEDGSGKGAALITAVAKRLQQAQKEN
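Assay system: recombinant HKDC1 hexokinase; detection: coupled resazurin fluorescence, excitation 525 nm, emission 613 nm; benchmarks: DMSO-plus-enzyme-mix negative control, buffer-substituted positive control; compound dosing: single 20 µM dose; schedule: 90 min at room temperature in dark; also added: glucose plus 1 mM ATP as hexokinase substrates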
SENP8 block-2: SENP8 (human) protease inhibition | inhibition, % at 20 µM | Q96LD8 | hit rate 0.64% among 360,000 | AID 602440 | recombinant SENP8, Nedd8 substrate fluorescence; in the data active means inhibition mostly above about 40%, no sharp cut-off; inactive means mostly below about 27%
PfGluPho inh: PfG6PD (Plasmodium falciparum) enzyme inhibition | PfGluPho enzyme, NADPH resazurin-diaphorase fluorescence | inhibition, % at 20 µM | AID 504690 | hit rate 0.78% among 350,000;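 active means inhibition reaching at least a set limit at 20 µM in the primary screen, cut at about 59% in these data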;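 further: 0% = DMSO wells with substrate and 100% = DMSO wells lacking glucose-6-phosphate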
* = called active by the depositor; nt = not tested or not shown.

1. Cc1cccc(S(=O)(=O)N2CCN(Cc3ccc4c(c3)OCO4)CC2)c1
2. Cc1c(NS(=O)(=O)c2cc(C(=O)NC(C)c3ccccc3)ccc2Cl)c(=O)n(-c2ccccc2)n1C (stereo not drawn)
3. CN(c1ccccc1)S(=O)(=O)c1cccc(NS(=O)(=O)c2ccc(/C=C/C(=O)O)cc2)c1
4. CCOc1ccc(C(C(=O)NCCC(C)C)N(CCO)C(=O)c2snc(C(N)=O)c2N)cc1 (stereo not drawn)
5. O=[N+]([O-])c1cccc(-n2cc3ccc([N+](=O)[O-])cc3n2)c1
6. COc1ccc(CNC(=O)Cn2cncn2)cc1OC

assay / compound	1	2	3	4	5	6
SENP7 inh	-5	1	9	5	9	-9
SENP6 inh	12	-10	-12	13	-5	-11
SENP1 inh	1	0	2	-4	3	0
SENP8 block-2	3	-11	9	-408	11	12
HKDC1 inh	-1	0	1	-2	-1	3
SENP8 block-1	3	1	2	1	1	4
UBC13 polyUb	6	-5	-4	-6	-18	7
beta cell repl	1	-1	-3	-2	0	-1
PfGluPho inh	17	2	-61	-2	9	2

7. COc1ccc(-n2cnc3scc(-c4ccc(OC)c(OC)c4)c3c2=O)cc1
8. Cc1cccc(NC(=O)NNC(=O)COc2ccc3ccccc3c2)c1
9. O=C(O)c1cc([N+](=O)[O-])ccc1NCc1ccccc1Cl
10. COc1ccc(C2C(C(=O)NC(C)C)c3ccccc3C(=O)N2C)cc1OC (stereo not drawn)
11. COc1cccc(NC(=O)Cn2c(=O)n(-c3ccccc3)c(=O)c3sccc32)c1
12. CCCN(CCC)Cc1c(C(=O)N/N=C/c2ccsc2)nnn1-c1nonc1N

assay / compound	7	8	9	10	11	12
SENP7 inh	-2	-18	1	7	5	-6
SENP6 inh	-6	1	-3	-12	9	-32
SENP1 inh	3	0	0	1	2	2
SENP8 block-2	-7	-9	21	15	24	22
HKDC1 inh	-2	-4	6	-2	-6	6
SENP8 block-1	-7	-13	-9	0	-8	-8
UBC13 polyUb	-4	-10	1	7	1	-10
beta cell repl	0	-3	-4	-1	-1	-4
PfGluPho inh	-6	-5	2	-2	-19	7

Copied from the list:
SENP6 inh with entry 7 = -6
beta cell repl with entry 8 = -3
HKDC1 inh with entry 11 = -6

Going on with the list:
13. CC(C)NC(=O)C(C)n1cccc1C(=O)c1ccccc1 (stereo not drawn)
14. CCOc1ccc(S(=O)(=O)N2CCC(C(=O)OC(C)C(=O)NC3CCCCC3C)CC2)cc1 (stereo not drawn)
15. COCCCNC(=O)Cn1c(=O)n(Cc2ccc(F)cc2)c(=O)c2sccc21
16. C[C@@H](CSc1ccccc1)CN1CC[C@H](O)CCC1=O
17. COc1ccccc1CCNC(=O)C(=O)NCCC1CCCCN1S(=O)(=O)c1cccs1 (stereo not drawn)
18. Cn1c(=O)c2c(nc(SCC(=O)O)n2Cc2cccc(C(F)(F)F)c2)n(C)c1=O

assay / compound	13	14	15	16	17	18
SENP7 inh	1	4	3	6	-8	4
SENP6 inh	-7	-4	12	-13	2	-22
SENP1 inh	1	-2	1	-1	1	1
SENP8 block-2	29	12	16	14	19	4
HKDC1 inh	-4	-4	-6	1	-1	-1
SENP8 block-1	-2	-3	1	-12	1	3
UBC13 polyUb	2	7	6	-16	0	-3
beta cell repl	0	-3	1	0	-3	0
PfGluPho inh	-6	-2	-16	-2	28	6

19. Cc1ccccc1-c1nc(CS(=O)(=O)CC(=O)NCCCN2CCCC2)c(C)o1
20. Cn1cnnc1SCC(=O)N1CCC(Cc2ccccc2)CC1
21. O=S(=O)(Nc1cccc2cn[nH]c12)c1ccc(F)cc1
22. COc1ccc(-c2nnc(N3CCOCC3)c3ccccc23)cc1
23. CCC(C(=O)NCc1ccc(F)cc1)n1nc(C)n2c(cc3occc32)c1=O (stereo not drawn)
24. CC(=O)Nc1ccc(-c2csc(NC(=O)C3=COCCO3)n2)cc1

assay / compound	19	20	21	22	23	24
SENP7 inh	-4	5	-7	0	4	-3
SENP6 inh	-10	1	16	7	11	-1
SENP1 inh	-15	1	2	-2	-2	2
SENP8 block-2	21	23	18	-2	7	-39
HKDC1 inh	-7	-6	1	4	-2	-4
SENP8 block-1	4	-5	-6	-4	7	-11
UBC13 polyUb	20	13	-12	2	2	1
beta cell repl	1	-1	-3	-1	2	0
PfGluPho inh	4	-4	-1	9	7	20

Molecules from the list above that contain two or more sulfur atoms:
3. CN(c1ccccc1)S(=O)(=O)c1cccc(NS(=O)(=O)c2ccc(/C=C/C(=O)O)cc2)c1
17. COc1ccccc1CCNC(=O)C(=O)NCCC1CCCCN1S(=O)(=O)c1cccs1 (stereo not drawn)

assay / compound	3	17
SENP7 inh	9	-8
SENP6 inh	-12	2
SENP1 inh	2	1
SENP8 block-2	9	19
HKDC1 inh	1	-1
SENP8 block-1	2	1
UBC13 polyUb	-4	0
beta cell repl	-3	-3
PfGluPho inh	-61	28

The listing continues:
25. CCN(Cc1cc(=O)n2ccsc2n1)Cc1nc2cc(OC)c(OC)cc2c(=O)[nH]1
26. COC(=O)N/N=C/c1cccc(OC(=O)c2ccc3c(c2)OCO3)c1
27. CN(NC1OC(=O)c2ccccc21)c1ccc(C(F)(F)F)cc1[N+](=O)[O-] (stereo not drawn)
28. O=[N+]([O-])c1ccc(N2CCN(C(=S)NC3CCCCC3)CC2)cc1
29. Cn1c(=O)c2cn3c(c2n(C)c1=O)C(c1ccccc1)CC(c1ccccc1)=N3 (stereo not drawn)
30. CC1CC(=O)N(C)c2ccc([N+](=O)[O-])cc2N1 (stereo not drawn)

assay / compound	25	26	27	28	29	30
SENP7 inh	-6	32	5	-4	-2	-3
SENP6 inh	-26	39	-9	-17	7	1
SENP1 inh	-6	2	3	-12	2	3
SENP8 block-2	-44	20	30	30	13	15
HKDC1 inh	-1	-2	-2	0	-6	-7
SENP8 block-1	-5	7	4	5	-5	-3
UBC13 polyUb	-12	2	-9	-10	-33	-15
beta cell repl	-2	2	-3	-4	1	-3
PfGluPho inh	2	17	-2	13	8	-13

31. COc1ccc(Sc2ccccc2CN(C)C)cc1OC
32. O=C(CCNS(=O)(=O)c1cccc2nsnc12)N1CCc2ccccc21
33. COc1cccc(C2/C(=C(\O)c3ccc4c(c3)OCCO4)C(=O)C(=O)N2CCN(C)C)c1 (stereo not drawn)
34. Clc1ccc(-c2nnc(-c3cccnc3)o2)cc1
35. Cc1cc(=O)oc(C)c1C(=O)NC12CC3CC(CC(C3)C1)C2
36. CC(=O)c1c(CSc2ccccc2)oc2ccc(O)c(CN(C)C)c12

assay / compound	31	32	33	34	35	36
SENP7 inh	8	7	1	-1	-10	4
SENP6 inh	-1	7	0	9	-12	-5
SENP1 inh	0	1	-2	2	3	1
SENP8 block-2	22	20	0	19	5	14
HKDC1 inh	0	-5	-3	-7	-1	0
SENP8 block-1	1	1	0	-4	1	-3
UBC13 polyUb	-6	4	-8	7	7	6
beta cell repl	-1	-3	0	-3	-2	-3
PfGluPho inh	8	7	-12	11	-8	2

Just UBC13 polyUb, beta cell repl and PfGluPho inh (3 entries from above):
item | SMILES | UBC13 polyUb | beta cell repl | PfGluPho inh
33 | COc1cccc(C2/C(=C(\O)c3ccc4c(c3)OCCO4)C(=O)C(=O)N2CCN(C)C)c1 (stereo not drawn) | -8 | 0 | -12
34 | Clc1ccc(-c2nnc(-c3cccnc3)o2)cc1 | 7 | -3 | 11
35 | Cc1cc(=O)oc(C)c1C(=O)NC12CC3CC(CC(C3)C1)C2 | 7 | -2 | -8

(further entries)
37. O=S(=O)(NCC(c1ccc2c(c1)OCO2)N1CCOCC1)c1ccc(Cl)cc1 (stereo not drawn)
38. O=C(Nc1ncnc2c1C(c1ccccc1)c1c(ccc3ccccc13)O2)c1ccccc1 (stereo not drawn)
39. Cn1cc(Br)c(C(=O)NNC(=O)Nc2ccccc2C(F)(F)F)n1
40. O=C(c1ccccc1)C(O)C(c1ccccc1)N1CCOCC1 (stereo not drawn)
41. CCOC(=O)N1CCN(S(=O)(=O)c2cc(Br)cc3c2N(C(=O)CC)CC3)CC1
42. CSCC[C@H](NC(=O)[C@@H]1Cc2ccccc2CN1)C(=O)NC1CCCCC1

assay / compound	37	38	39	40	41	42
SENP7 inh	-10	6	-5	6	4	0
SENP6 inh	-7	-15	-6	19	5	15
SENP1 inh	2	-2	4	0	1	1
SENP8 block-2	10	20	11	12	-1	4
HKDC1 inh	0	6	-14	-6	-3	1
SENP8 block-1	3	8	-1	1	2	-8
UBC13 polyUb	3	2	2	2	4	-6
beta cell repl	0	-6	-3	-2	-1	-2
PfGluPho inh	-6	16	-2	5	-4	-7

43. CCOC(=O)c1[nH]c(C)c(C(=O)N2CCN(c3ccc(OC)cc3)CC2)c1C
44. COc1ccc(CCNC(=O)c2cc(C(C)C)on2)cc1OC
45. CC(=O)c1c(C)[nH]c(C(=O)COC(=O)CN(C)S(=O)(=O)c2ccc(Cl)cc2)c1C
46. Cc1ccc(-c2cc(C(=O)Nc3ccc(S(=O)(=O)Nc4ncccn4)cc3)[nH]n2)c(O)c1C
47. O=C(OCc1cnc(Cl)s1)c1c(F)cccc1F
48. Cc1ccc(/C=N/NC(=O)c2cccc([N+](=O)[O-])c2)o1
49. O=P(C(=NCCO)NO)(N1CCOCC1)N1CCOCC1

assay / compound	43	44	45	46	47	48	49
SENP7 inh	7	6	3	-5	0	nt	-4
SENP6 inh	-9	2	2	-18	-5	nt	8
SENP1 inh	-1	1	1	1	2	1	2
SENP8 block-2	15	10	13	8	12	14	12
HKDC1 inh	-9	2	-3	-6	-12	-5	6
SENP8 block-1	-3	6	10	-3	-15	nt	2
UBC13 polyUb	3	0	-10	6	13	nt	0
beta cell repl	1	-1	-2	0	-1	nt	-1
PfGluPho inh	-1	2	-2	-32	-7	5	-10

High-throughput results from PubChem.
